# S3 lipid droplet – qHTS Assay for Lipid Storage Modulators in Drosophila S3 Cells. Drosophila S3 cells, BODIPY lipid droplet fluorescence, 18-24 h; cells fed with added oleic acid. lipid storage change, negative = inhibition, % at the top dose, mostly 46.1 µM; hits show Potency in µM. actives 0.64% (n = 320,000); active = well fitted inhibition curve with a large enough effect in the signal ratio, with a control signal flat, not every such curve was filed as active; inconclusive = small, poorly fitted or top-dose-only effect, or effect the other way, or a change in a side signal; the % refers to the signal ratio
#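 Drosophila S3 cells got compounds at several concentrations plus oleic acid (400 uM solution). Laser-scanning cytometry with 488 nm excitation read lipid droplets at 500-530 nm and cells at 575-640 nm. Percent activity was relative to 20 uM Triacsin C.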
# S3 lipid droplet cell count max – second read-out of S3 lipid droplet, no call of its own (marks repeat the call); cell number change, %; measured here: cell count max response;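 cells counted by Cell Tracker Red CMTPX staining in the red channel; peak over a dose series mostly up to 46.1 µM; percent activity relative to internal control wells on each plate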
# An asterisk follows results filed as active; i = inactive; ? = inconclusive; · = no result given; [ ] = remark or other dose. % is set by controls: 0 for no effect and ±100 for the full control effect; potency is the fitted concentration of half-maximal effect. Not all compounds are listed. The share of hits here may be higher or lower than overall.
S3 lipid droplet,S3 lipid droplet cell count max,canonical_smiles
i,-13,Cc1noc(NS(=O)(=O)c2ccc(NC(=O)c3ccc(Br)o3)cc2)c1C
21%,-13,NC(=O)CSc1nc2c(sc3ccccc32)c(=O)n1CCCN1CCOCC1
?,·,Cc1csc(Sc2ccc(C(=O)OCC(=O)Nc3ccc(OC(F)(F)F)cc3)cc2[N+](=O)[O-])n1
0%,28,CC(C)C(C(=O)Nc1nccs1)N1C(=O)c2ccccc2C1=O (stereo not drawn)
7%,·,CC(=O)c1ccccc1Oc1nc(CN2CCOCC2)nc2scc(-c3cccs3)c12
?,·,O=C(O)c1ccc(N2CC3CC(C2)c2cccc(=O)n2C3)c(NC(=S)Nc2ccc(Br)cc2)c1 (stereo not drawn)
7%,-8,O=C(c1cc2ccccc2o1)N1CCN=C1SCc1cccc(F)c1
?,·,CN(CC1COc2ccccc2O1)C(=O)c1ccc(N(C)C)cc1 (stereo not drawn)
?,·,Fc1cccc2sc(N3CCCCC3)nc12
23%,·,COc1ccc(/C=C/C2=NNC(=O)CC2)cc1
i,·,Cc1cc(=O)oc2c3c(cc(OCC(=O)N[C@@H](C)C(=O)O)c12)OC(C)(C)CC3
?,·,COc1ccc(/C=C/C(=O)c2c(C)cc(C)[nH]c2=O)c2ccccc12
?,·,Cc1ccc(OCC(=O)N/N=C\c2cccs2)c([N+](=O)[O-])c1
?,·,C[C@H](NC(=O)c1ccco1)C(=O)N1CCCC1
9%,4,CC(C)(C)NC(=O)C(c1ccncc1)N(Cc1cccs1)C(=O)c1csnn1 (stereo not drawn)
i,·,COc1cccc(CNC(=O)C(NS(=O)(=O)c2ccc3c(c2)CCN3C(C)=O)C(C)C)c1 (stereo not drawn)
1%,7,Cc1ccc(-c2cc3nc(-c4ccccc4)cc(N4CCC5(CC4)OCCO5)n3n2)cc1
?,·,COC(=O)C1=C(C)N(Cc2ccccc2)C(=NCc2cc(OC)c(OC)c(OC)c2)N[C@H]1c1cccc(F)c1
?,·,COCCNC(=O)CN1CCC(NC(=O)Nc2ccccc2)CC1
?,·,CC(C)CC(/C(O)=C(\C#N)c1nc2ccccc2[nH]1)N1C(=O)c2ccccc2C1=O (stereo not drawn)
21%,·,O=C(Nc1nc2ccc(C(=O)N3CCCCC3)cc2s1)C1CCCCC1
?,·,Cc1onc(-c2ccccc2Cl)c1C(=O)N1CCOC12CCCCC2
-4%,-1,Clc1ccc(N2CCN(c3nc4nonc4nc3N3CCSCC3)CC2)nc1
?,·,O=C(N/N=C/C=C/c1cccc([N+](=O)[O-])c1)c1ccncc1
i,·,O=C(CSc1ncn(-c2ccccc2)n1)N1CCN(c2ccccc2)CC1

# A different layout for some results above.
# Value order: S3 lipid droplet | S3 lipid droplet cell count max
> Fc1cccc2sc(N3CCCCC3)nc12
→ ? | ·
> C[C@H](NC(=O)c1ccco1)C(=O)N1CCCC1
→ ? | ·

# New compounds follow
S3 lipid droplet,S3 lipid droplet cell count max,canonical_smiles
i,·,Cc1ccc(S(=O)(=O)NCCC(=O)N2CC(C)OC(C)C2)cc1C (stereo not drawn)
?,·,Cc1cccc(S(=O)(=O)N2CCCc3ccccc32)c1
26%,-3,Clc1ccc(-c2nnc(SCc3cn4ccsc4n3)n2CC2CCCO2)cc1 (stereo not drawn)
14%,-2,CCn1ccnc1CN(C)Cc1nc(-c2ccc(C(=O)OC)cc2)no1
?,·,O=C1C2N=NN(CC(=O)N3N=C(c4ccccc4)CC3c3ccc([N+](=O)[O-])cc3)C2C(=O)N1c1ccccc1 (stereo not drawn)
9%,16,COc1ccccc1N1CCN(CC(=O)Nc2c(C)n(C)n(-c3ccccc3)c2=O)CC1
i,-4,COCCNCCCCOc1c(Cl)cc(C)cc1Br
?,·,Cc1c(CCC(=O)NCCCN2CCCC2=O)c(=O)oc2c(C)c(O)ccc12
?,·,CC(=O)NC(CC(=O)Nc1ccc(S(=O)(=O)N2CCCC2)cc1)c1ccccc1 (stereo not drawn)
?,·,CC[C@H](C)[C@H](NC(N)=O)C(=O)OCC(=O)NCc1ccc(Cl)cc1
3.7µM*,-1.8*,CCOc1ccccc1NCc1cc(=O)oc2cc(C)c(O)cc12
?,·,O=C(Nc1ccc(Cl)cc1)Nc1cc(S(=O)(=O)N2CCOCC2)ccc1N1CCCC1
5%,2,Cc1cc2cc(CN(Cc3cccs3)C(c3nnnn3C(C)(C)C)C(C)C)c3nnnn3c2cc1C (stereo not drawn)
?,·,O=S(=O)(Nc1ccc2c(c1)OCCO2)c1cccc2nsnc12
?,·,O=C(O)C1Cc2ccccc2CN1C(=O)CCl (stereo not drawn)
-2%,-6,CCC(=O)NC(NC(=S)Nc1ccc(S(N)(=O)=O)cc1)C(Cl)(Cl)Cl (stereo not drawn)
?,·,FC(F)(F)c1ccc(Cl)c(NC(=S)N/N=C/c2ccccc2C(F)(F)F)c1
?,·,Cc1noc(C)c1COc1ccc(C(=O)NCCc2ccc(F)cc2)cc1
?,·,Cc1cc(S(=O)(=O)Nc2ccc(C(=O)N3CCN(C(=O)c4ccco4)CC3)cc2)ccc1F
-8%,-17,COc1ccccc1Oc1nc(-c2ccccc2)cc(C)c1S(C)(=O)=O
?,·,Cc1ccc(C(=O)N/C(=C\c2ccc(-c3ccc(Cl)cc3)o2)C(=O)NCCCN(C)C)cc1
-6%,-16,CCOc1ccc2c(c1)S/C(=C\c1cccs1)C(=O)N2
-7%,-6,CC(C)Cn1c(N2CCN(CC(=O)Nc3ccc(Cl)cc3)CC2)nc2ccccc21
?,·,N#Cc1ccc(CN2CCN(C(=O)Cn3nc(C(N)=O)c4ccccc4c3=O)CC2)cc1
i,-27,Cc1ccccc1NS(=O)(=O)c1ccc(C(=O)NCC(c2ccccc2)N(C)C)cc1 (stereo not drawn)
21%[0.0737 µM],·,O=C(CCNS(=O)(=O)c1ccccc1)OCC(=O)c1ccc(F)cc1
?,·,CSCCC(NS(=O)(=O)c1ccc(C)cc1)C(=O)N1CCCC1 (stereo not drawn)
16%,·,COc1cc(C2/C(=C(\O)c3ccc4c(c3)OCCO4)C(=O)C(=O)N2Cc2ccco2)ccc1O (stereo not drawn)
20%,12,C=CC[C@H]1CC(C)=C[C@H](CC=C)N1C(=O)c1cc(COc2ccccc2SC)on1
?,·,COc1cccc(/C=N/Nc2nnc(C)n2N)c1O
?,·,COc1cc(C2C(C(=O)c3ccco3)=C(O)C(=O)N2Cc2cccnc2)cc(OC)c1OC (stereo not drawn)
-11%,-3,C#CCOCCOCCOCCNc1nc(N2CCN(C(=O)CCCCCCCCCCNC(=O)[C@H](CCCCN)n3cc(C)nn3)CC2)nc(N2CCN(C(=O)CCCCCCCCCCNC(=O)[C@H](CCCCN)n3cc(CCCC(=O)O)nn3)CC2)n1
18%,1,Cc1cc(C)cc(CN2C(=O)NC3(CCCCCC3)C2=O)c1
?,·,Cc1ccc2c(c1)C(c1ccc(F)cc1)N(C(=O)C1CC1)CC(=O)N2 (stereo not drawn)
?,·,Cc1ccc(S(=O)(=O)N2CC3(C)CN(S(=O)(=O)c4ccc(C)cc4)CC(C)(C2)C3)cc1
?,·,CC(=O)Nc1ccc(S(=O)(=O)NCC2CCC(C(=O)NC(C)c3ccccc3)CC2)cc1 (stereo not drawn)
?,·,O=C(CN1CCCCC1)NC(=O)NC1CCCCC1
?,·,O=C(O)C1C2CCC(CC2)C1C(=O)N1CCN(Cc2ccc(F)cc2)CC1 (stereo not drawn)
?,·,CCN(CC)c1ccc(/C=C(\C#N)c2nc(-c3cccs3)c(NC(C)=O)s2)cc1
10%,·,Cc1nnc(SC(C(=O)Nc2cc(Cl)cc(Cl)c2)c2ccccc2)[nH]c1=O (stereo not drawn)
i,·,Cc1ccc(S(=O)(=O)N2CCOCC2)cc1C(=O)OCC(=O)N1CCc2ccccc2C1
i,-4,CCCOc1cccc(C2/C(=C(/O)c3ccncc3)C(=O)C(=O)N2CCCN(C)C)c1 (stereo not drawn)
?,·,Cc1cc(C)cc(NC(=O)COC(=O)CCn2c(C)csc2=O)c1
i,26,O=S(=O)(c1cc(F)ccc1F)N1CCC2(CC1)OCCO2
i,-9,Cc1onc(-c2ccccc2)c1C(=O)N1CCCC1
-1%,-1,O=C(CSc1nnc(-c2cccc(F)c2)o1)Nc1nncs1
-5%,2,CC(=N)C1=C(O)CC(C)(C)CC1=O
3%,2,COC(CSc1ncnc2c1oc1nc3c(cc12)COC(C)(C)C3)OC
?,·,O=C(OCC(=O)c1ccc(Cl)cc1Cl)c1ccc2c(c1)C(=O)N(c1cccc3ncccc13)C2=O
?,·,O=c1[nH]n(-c2cccc(Cl)c2)c2ncccc12

# Random excerpt: 2 entries already listed, in no set order.
S3 lipid droplet,S3 lipid droplet cell count max,canonical_smiles
?,·,O=c1[nH]n(-c2cccc(Cl)c2)c2ncccc12
i,-9,Cc1onc(-c2ccccc2)c1C(=O)N1CCCC1

# Part of the list above, as labelled records:
> Cc1csc(Sc2ccc(C(=O)OCC(=O)Nc3ccc(OC(F)(F)F)cc3)cc2[N+](=O)[O-])n1
- S3 lipid droplet: ?
- S3 lipid droplet cell count max: ·

> CC(C)C(C(=O)Nc1nccs1)N1C(=O)c2ccccc2C1=O (stereo not drawn)
- S3 lipid droplet: 0%
- S3 lipid droplet cell count max: 28

# Following part
S3 lipid droplet,S3 lipid droplet cell count max,canonical_smiles
0%,-16,Cc1ccc(C2(O)CN(c3ccccc3)C3=[N+]2CCS3)cc1 (stereo not drawn)
?,·,COc1cc(SSc2cc(OC)cc([N+](=O)[O-])c2N)c(N)c([N+](=O)[O-])c1
?,·,Cc1c(CNC(=O)c2cnn3c2NC(c2ccc(Br)cc2)CC3C(F)(F)F)cnn1C (stereo not drawn)
?,·,COc1ccccc1NC(=S)N1CCN(Cc2ccc3c(c2)OCO3)CC1
?,·,CCOc1ccc(N2C(=O)CC(NC3CCN(C(=O)c4ccc(F)cc4)CC3)C2=O)cc1 (stereo not drawn)
?,·,Cc1ccc(C(=O)Cc2nc3ccccc3[nH]2)cc1
-2%,7,COc1ccc(N2C(=S)NC(C)(C)CC2(C)c2ccc(OC(C)=O)cc2OC(C)=O)cc1 (stereo not drawn)
?,·,Cc1cc2c(NC(=O)Nc3ccc(C(C)(C)C)cc3)cccc2nn1
?,·,COc1ccc(C(=O)Nc2oc(-c3ccccc3)c(-c3ccccc3)c2C#N)cc1OC
?,·,OCCNCc1cc(Br)ccc1OCc1ccc(Cl)cc1
14%,4,CCCCCn1cnc2sc(CC)cc2c1=O
8%,23,CCOC(=O)C1(CCCc2ccccc2)CCN(C(=O)c2cc(C)nc(C)n2)CC1
5%,-8,Cc1ccc(NC(=O)CCC(=O)N2CCOCC2)nc1
10%,14,CN(C)c1ccc(S(=O)(=O)c2ccc(Cl)cc2)cc1
?,·,O=C(CCn1c(=O)c2ccccc2n(Cc2cccnc2)c1=O)NCc1ccc2c(c1)OCO2
5%,16,CCN(CC)c1nc2ccccc2[nH]c1=O
-24%,-11,CCCN(CCC)C(=O)c1cc(S(=O)(=O)N2CCCCC2)c[nH]1
?,·,CCCc1nn(C)c(C(=O)Nc2ccccc2)c1Cl
?,·,Cc1cc(N2CCOCC2)c2c(N)cc(C)c(C)c2n1
?,·,CCOC(=O)/C(C#N)=C\c1ccc(O)c(OC)c1
i,6,O=C1CCCC2=C1C(c1ccncc1)c1c(nc(SCc3ccccc3Cl)[nH]c1=O)N2 (stereo not drawn)
?,·,CCOC(=O)c1sc2nc(C)n(CC(=O)NCC3CCCO3)c(=O)c2c1C (stereo not drawn)
?,·,Cc1ccccc1OCC(=O)Nc1cccc(S(=O)(=O)NC2=NCCCCC2)c1
27%,-17,CC(O)CN(Cc1cccc(Cl)c1)CC(C)O (stereo not drawn)
?,·,CCCCN(C(=O)c1cc2c(s1)CCCC2)c1c(N)n(CCC)c(=O)[nH]c1=O
i,·,COC(=O)COc1ccc2c(=O)c(Oc3ccccc3Br)coc2c1
22%,-2,N#CC1=C(N)Oc2ccccc2C12C(=O)Nc1n[nH]c(-c3ccccc3)c12 (stereo not drawn)
?,·,CCOCCCNC(=O)C(c1ccc(OC)cc1)N(Cc1cccs1)C(=O)CNC(C)=O (stereo not drawn)
?,·,Cc1cccc(CSCc2ccc(C(=O)NC(C)C)o2)c1
?,·,Cc1cccc(C(=O)NCC(=O)NNC(=O)c2ccccc2O)c1
-9%,-3,COC(=O)c1c(NC(=O)Cn2nc(C(F)F)cc2C(F)F)sc(C)c1C
?,·,O=Cc1c(N2CCN(c3cccc(Cl)c3)CC2)nc2ccccn2c1=O
7%,0,CC(=O)CSc1nc2ccccc2o1
-15%,-4,CC(C(=O)Nc1ccc(S(=O)(=O)N2CCCCC2)cc1)N1CCN(c2ccccn2)CC1 (stereo not drawn)
-3%,7,CN1CCN(C(=O)c2cccn(Cc3c(Cl)cccc3Cl)c2=O)CC1

# Structural class: the compounds so far with a tert-butyl group (3)
S3 lipid droplet,S3 lipid droplet cell count max,canonical_smiles
9%,4,CC(C)(C)NC(=O)C(c1ccncc1)N(Cc1cccs1)C(=O)c1csnn1 (stereo not drawn)
5%,2,Cc1cc2cc(CN(Cc3cccs3)C(c3nnnn3C(C)(C)C)C(C)C)c3nnnn3c2cc1C (stereo not drawn)
?,·,Cc1cc2c(NC(=O)Nc3ccc(C(C)(C)C)cc3)cccc2nn1

# Screening data as filed in PubChem BioAssay.
